KCNQ1 inh: blocks the human KCNQ1 potassium channel. P51787. CHO-K1 KCNQ1, FluxOR thallium flux fluorescence; hits give high values. B-score at 10 µM. hit rate 1.3% among 310,000;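 active = compounds whose thallium flux B-score, printed positive for inhibition, exceeds three library SD while starting fluorescence stays within three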;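 also: channel opened by potassium depolarization with thallium stimulus after 20 min compound exposure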
KCNK9 block: human KCNK9 channel inhibition. Q9NPC2. HEK293 KCNK9, FluxOR thallium flux fluorescence; hits give low values. B-score at 10 µM. hit rate 1.2% among 310,000;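 active = ratio B-score over 3 SD below the library mean, with starting fluorescence within 5 SD of its mean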;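 also: negative B-score means less thallium flux so channel inhibition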
TRPC4 agonist: opens the mouse TRPC4 cation channel | Q9QUQ5 | HEK293 TRPC4beta/mu-opioid, Fluo4 calcium fluorescence; hits give high values | B-score at 10 µM | hit rate 0.49% among 310,000 | AID 2237;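 active = B-score above 5 SD of library B-scores, and initial fluorescence ratio not above library mean plus 5 SD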;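 also: positive B-score marks a calcium rise read as TRPC4 activation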
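Assay system: HEK293 cells stably co-expressing mouse TRPC4beta and mu-opioid receptor / Timing: Fluo4 dye loading 45 min at room temperature, 110 s recording / Signal: Fluo4 calcium-sensitive dye fluorescence, kinetic, 1 Hz baseline / Read-out: integrated baseline-normalised fluorescence ratio, converted to per-well B score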
TRPC4 potent: allosteric potentiators of mouse TRPC4 channel; Q9QUQ5; HEK293 TRPC4beta/mu-opioid, DAMGO EC20, Fluo-4 Ca2+ flux; hits give high values; B-score at 10 µM; hit rate 0.42% among 310,000; AID 2227;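 active = B-score of calcium response area above 5 SD of library B-scores, with initial fluorescence ratio within 5 SD of library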;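 also: B-score of integrated fluorescence ratio over time as area under calcium response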
PolyA inhibitor: yeast polyadenylation inhibition; S. cerevisiae SKY197-pL101 polyadenylation reporter, beta-gal luminescence; efflux-impaired pdr1/pdr3 knockout yeast; score 100 = 6 SD above DMSO; hit rate 0.02% among 300,000; calls only at 12 µM;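 active = lowest replicate activity score at least 50, where 100 means six control SD above control mean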;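 also: yeast exposed to compound for 9 h at 30 °C; higher score means more reporter readthrough which indicates perturbed polyadenylation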
KCNK3 block: human KCNK3 channel inhibition, primary screen | O14649 | CHO-KCNK3 thallium flux, FluxOR fluorescence; hits give low values | B-score at 10 µM | hit rate 0.84% among 340,000;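 active = B-score under library mean minus 4 SD, starting fluorescence ratio at most library mean plus 5 SD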;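 also: more negative B-score means stronger inhibition of thallium flux through KCNK3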
TRPC4 inh: blocks the mouse TRPC4 cation channel; Q9QUQ5; HEK293 TRPC4beta/mu-opioid, DAMGO-evoked Fluo4 calcium flux; hits give low values; B-score at 10 µM; hit rate 0.39% among 300,000; AID 2247;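 active = B-score over 3 SD under the library average, no early fluorescence shift, positive overall ratio signal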
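Signal: kinetic Fluo4 fluorescence imaging of calcium influx. Material: stable TRPC4beta/mu-opioid receptor HEK293 cells. Probe or stimulus: DAMGO in two steps, submaximal then maximal.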
hERG protect: compounds protecting human hERG from proarrhythmic drug block; Q12809; CHO-hERG, FluxOR thallium flux, dofetilide IC70 present; activation (rescue from dofetilide block), less the hit threshold, % at 10 µM; hit rate 0.51% among 310,000; AID 1511;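 active = activation above the mean of controls blocked by dofetilide plus 5 SD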;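 also: thallium influx through hERG after potassium depolarization seen as dye fluorescence rise; in these data hits start at about 4.7%; inactives centre near -7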
Target sequence (Q12809 whole entry, looked up): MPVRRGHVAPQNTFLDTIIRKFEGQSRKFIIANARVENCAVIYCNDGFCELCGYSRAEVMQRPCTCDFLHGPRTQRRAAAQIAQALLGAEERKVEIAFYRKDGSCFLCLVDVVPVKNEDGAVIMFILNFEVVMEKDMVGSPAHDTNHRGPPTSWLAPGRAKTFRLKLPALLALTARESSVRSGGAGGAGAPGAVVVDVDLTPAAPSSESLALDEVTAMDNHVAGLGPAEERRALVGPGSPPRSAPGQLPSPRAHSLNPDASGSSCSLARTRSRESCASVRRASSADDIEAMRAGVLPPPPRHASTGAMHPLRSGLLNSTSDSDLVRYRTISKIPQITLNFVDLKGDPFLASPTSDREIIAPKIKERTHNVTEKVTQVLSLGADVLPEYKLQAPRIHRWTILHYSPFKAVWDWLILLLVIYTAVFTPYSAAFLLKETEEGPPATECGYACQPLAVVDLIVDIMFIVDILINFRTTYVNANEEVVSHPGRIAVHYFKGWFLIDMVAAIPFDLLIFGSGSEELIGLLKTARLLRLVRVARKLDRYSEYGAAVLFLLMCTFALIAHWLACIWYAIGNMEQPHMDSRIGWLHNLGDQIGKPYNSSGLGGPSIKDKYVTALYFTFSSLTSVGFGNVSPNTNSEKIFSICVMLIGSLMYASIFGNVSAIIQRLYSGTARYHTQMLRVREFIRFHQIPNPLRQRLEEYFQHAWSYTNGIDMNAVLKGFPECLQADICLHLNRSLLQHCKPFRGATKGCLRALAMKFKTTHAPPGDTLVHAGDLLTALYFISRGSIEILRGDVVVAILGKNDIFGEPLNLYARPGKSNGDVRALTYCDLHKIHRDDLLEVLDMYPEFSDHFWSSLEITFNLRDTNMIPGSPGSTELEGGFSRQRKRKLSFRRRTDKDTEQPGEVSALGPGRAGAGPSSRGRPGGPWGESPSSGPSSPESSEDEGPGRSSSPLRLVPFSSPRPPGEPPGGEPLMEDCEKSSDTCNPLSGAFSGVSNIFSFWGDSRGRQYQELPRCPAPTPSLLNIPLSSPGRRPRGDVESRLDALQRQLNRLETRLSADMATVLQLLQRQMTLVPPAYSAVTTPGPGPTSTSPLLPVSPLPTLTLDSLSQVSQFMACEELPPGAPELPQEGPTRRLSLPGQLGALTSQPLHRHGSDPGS
Platelet DG rel: platelet dense granule release activity; human platelet-rich plasma, SFLLRN dense granule ATP release, luminescence; inhibition, %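 (compounds screened at 7.5 µM in platelet-rich plasma)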; hit rate 0.22% among 300,000; AID 1663;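 active = mean replicate score, as percent of positive control, at or above 50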
KCNQ1 pot: potentiates or activates the human KCNQ1 potassium channel | P51787 | CHO-K1 KCNQ1, thallium flux FluxOR fluorescence; hits give high values | B-score at 10 µM | hit rate 0.35% among 310,000 | AID 2648;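 active = fluorescence ratio B-score, a plate-corrected score, at least three library SD, with initial intensity B-score within 5 SD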
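assay system = CHO-K1 cells stably expressing KCNQ1 | medium = assay buffer, equal DMSO in all wells | timing = 37 °C overnight plating, 90-min dark dye load, 20-min compound pretreatment | measured by = kinetic FluxOR thallium fluorescence, 10-s 1-Hz baseline, 110-s post-stimulus read | measure = fluorescence change relative to baseline, converted to B score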
Dyrk1A ADPGlo: blocks rat Dyrk1A kinase activity. ADP-Glo luminescence, NFATc1 peptide. inhibition, % at 12.5 µM. hit rate 0.43% among 310,000; in the data active = inhibition above about 50%;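 also: plate controls were vehicle with enzyme for no effect and no enzyme for full effect; many of its hits are not listed in these tables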
The depositor's hits bear a star; i = inactive; . = not tested or not shown. This is a subset. The share of hits here may be higher or lower than overall.

A first look:
SMILES	KCNQ1 inh	KCNK9 block	TRPC4 agonist	TRPC4 potent	PolyA inhibitor	KCNK3 block	TRPC4 inh	hERG protect	Platelet DG rel	KCNQ1 pot	Dyrk1A ADPGlo
COc1ccc(NC(=O)CN2CCN(S(=O)(=O)N3CCCCCC3)CC2)cc1	i	i	i	i	i	i	i	-6.2	15.4	i	-3.4
Cc1cc(C)cc(CN2CCC(Oc3ccc(C(=O)N4CCCC4)cc3)CC2)c1	i	i	i	i	i	i	i	-9.3	-0.1	i	-1.4
Cc1cccc(/C=N/NC(=O)c2ccc(NC(=O)c3ccc(Cl)cc3)cc2)n1	i	i	i	i	i	i	i	-11.6	20.1	i	-3.8

Results (from the top)
SMILES	KCNQ1 inh	KCNK9 block	TRPC4 agonist	TRPC4 potent	PolyA inhibitor	KCNK3 block	TRPC4 inh	hERG protect	Platelet DG rel	KCNQ1 pot	Dyrk1A ADPGlo
COc1ccc(NC(=O)CN2CCN(S(=O)(=O)N3CCCCCC3)CC2)cc1	i	i	i	i	i	i	i	-6.2	15.4	i	-3.4
Cc1cc(C)cc(CN2CCC(Oc3ccc(C(=O)N4CCCC4)cc3)CC2)c1	i	i	i	i	i	i	i	-9.3	-0.1	i	-1.4
Cc1cccc(/C=N/NC(=O)c2ccc(NC(=O)c3ccc(Cl)cc3)cc2)n1	i	i	i	i	i	i	i	-11.6	20.1	i	-3.8
CCOc1cc(C)c(C(C)C)cc1S(=O)(=O)N1CC(C)OC(C)C1 (stereo unspecified)	i	i	i	i	i	i	i	-7.6	5.1	i	14.4
CCc1ccc(OC2=NS(=O)(=O)c3ccccc32)cc1	i	i	i	i	i	i	i	-17.4	-11.5	i	5.5
Cc1ccc(NCC(=O)N/N=C/c2cccc(Br)c2)cc1	i	i	i	i	i	i	i	1.2	-6.0	i	13.6
Cc1cc(N(C)C)nc(SC(C)C)n1	i	i	i	i	i	i	i	-6.8	-2.6	i	-1.4
CCOC(=O)c1c(NC(C)=O)sc2c(OC)cccc12	i	i	i	i	i	i	i	-14.4	-8.7	i	-2.3
CCc1cc(-c2n[nH]c(=S)n2CC(C)C)cs1	i	i	i	i	i	i	i	-2.2	0.6	i	-1.1
Cc1c(-n2c(SCC(=O)O)nnc2-c2ccccc2Br)c(=O)n(-c2ccccc2)n1C	i	i	i	i	i	i	i	-9.9	-0.1	i	-7.5
CCOc1ccc(C(C)(C)C)cc1S(=O)(=O)Nc1ccncc1	i	i	i	i	i	i	i	-4.8	-0.6	i	-2.6
COc1ccc(N2CCN(C(c3cc(OC)ccc3OC)c3nnnn3CC3CCCO3)CC2)cc1 (stereo unspecified)	i	i	i	i	i	i	i	-0.5	-3.8	i	-3.3
Cn1cnc2c(=O)sc3ccccc3c21	i	i	i	i	i	i	i	-12.3	-17.9	i	70.4*
COc1cc(CNCc2ccccn2)ccc1OCC(=O)NC1CCCCC1	i	i	i	i	i	i	i	-14.3	-5.0	i	-6.7
CC#CC[N+](C)(CC#CC)CC(=O)c1ccccc1	i	i	i	i	i	i	i	-13.1	1.8	i	3.8
CCCCn1c(SCc2ccc(Cl)cc2)nc2c1c(=O)[nH]c(=O)n2C	i	i	i	i	i	i	i	-9.7	-9.4	i	-6.6
Cc1nn(CC(=O)NCCCc2ccccc2)c(C)c1[N+](=O)[O-]	i	i	i	i	i	i	i	-7.7	-3.8	i	-0.9
COCCN(CC(=O)NC1CCCCC1)C(=O)/C=C/C(=O)c1ccc(OC)cc1O	i	i	i	i	i	i	i	-23.9	36.8	i	6.8
Cc1ccc(Cl)cc1N(CC(=O)NCc1ccc2c(c1)OCO2)S(C)(=O)=O	i	i	i	i	i	i	i	-11.2	-0.4	i	-2.3
CCOc1ccc2[nH]c3c(NCCc4ccc(OC)c(OC)c4)ncnc3c2c1	i	i	i	i	i	i	i	-14.0	12.7	i	1.2
CCc1nn(CC(=O)N2CCN(c3cc(C)ccc3C)CC2)c(=O)c2cc3occc3n12	i	i	i	i	i	i	i	-6.2	-13.1	i	-4.3
CN=C1S/C(=C\c2ccc(O)c(OC)c2)C(=O)N1C	i	i	i	i	i	i	i	-3.8	15.9	i	.
CC(=O)N1C(=O)N(C(C)=O)C2C1N(C)C(=O)N2C(C)=O (stereo unspecified)	i	i	i	i	i	i	i	0.8	-5.9	i	-4.9
O=C(/C=C/c1ccc(F)cc1)NCC1(c2ccccc2)CCOCC1	i	i	i	i	i	i	i	-6.0	8.8	i	2.4
COc1cccc(Oc2cnc(N)nc2-c2ccc(OC)cc2O)c1	i	i	i	i	i	i	i	3.0	2.2	i	45.9
CC1(NC(=S)N(CCO)CCO)CCS(=O)(=O)C1 (stereo unspecified)	i	i	i	i	i	i	i	-2.5	16.4	i	0.9
COc1ccc(C=NCC2OCCc3ccccc32)cc1OC (stereo unspecified)	i	i	i	i	i	i	i	-10.9	0.7	i	2.8
COc1cccc(NC(=O)N2CCCC2C(=O)NC2CCCC2)c1 (stereo unspecified)	i	i	i	i	i	i	i	-3.0	-7.3	i	6.6
O=C(CCN1CCN(c2ccccc2)CC1)NNC(=S)Nc1ccccc1Cl	i	i	i	i	i	i	i	-9.7	3.2	i	.
COc1ccc(Cc2nnc(NC(=O)Nc3ccccc3F)s2)cc1	i	i	i	i	i	i	i	-2.1	-4.3	i	-1.3
COc1ccc(NC(=O)CNC(=O)N2CC(=O)Nc3ccccc32)cc1OC	i	i	i	i	.	i	i	-5.6	-7.1	i	-3.0
CC(C)C(CCNC(=O)CC(Cc1ccccc1)c1ccco1)c1ccco1 (stereo unspecified)	i	i	i	i	i	-9.39*	i	-15.3	5.0	i	-8.9
CC(C)CCOc1ccc(C(CC(N)=O)C(=O)O)cc1 (stereo unspecified)	i	i	i	i	i	i	i	-1.5	2.2	i	-0.4
CCOCCc1c(O)nc(SCC)[nH]c1=O	i	i	i	i	i	i	i	-6.9	-0.7	i	-0.2
CCOc1ccc(CNC(=O)C2CCN(c3nn4c(=O)cc(C)nc4s3)CC2)cc1	i	i	i	i	i	i	i	-5.3	-0.7	i	-1.4
C/C(=N/NC(=O)CNC(=O)C1COc2ccccc2O1)c1ccc([N+](=O)[O-])cc1 (stereo unspecified)	i	i	i	i	i	i	i	-1.1	3.9	i	-2.7
Cc1cccc(C)c1OCC(O)CN(Cc1ccccc1O)C1CCCCC1 (stereo unspecified)	7*	i	i	i	i	i	i	-16.6	11.3	i	.
COc1ccc(/C=N/NC(=O)Cc2csc(Nc3cccc(C(F)(F)F)c3)n2)cc1C	i	i	i	i	i	-11*	i	-7.9	-3.1	i	4.3
O=C(NC1(C(F)(F)F)N=C2SCCN2C1=O)c1ccccc1 (stereo unspecified)	i	i	i	i	i	i	i	-15.0	0.8	i	0.3
CN1CCCN(S(=O)(=O)c2ccc3c(c2)OCCO3)CC1	i	i	i	i	i	i	i	-0.9	-4.1	i	0.2

Part of the list above, with values under each structure:
Each structure is followed by: KCNQ1 inh, KCNK9 block, TRPC4 agonist, TRPC4 potent, PolyA inhibitor, KCNK3 block, TRPC4 inh, hERG protect, Platelet DG rel, KCNQ1 pot, Dyrk1A ADPGlo
> O=C(CCN1CCN(c2ccccc2)CC1)NNC(=S)Nc1ccccc1Cl
    i, i, i, i, i, i, i, -9.7, 3.2, i, .
> COc1ccc(Cc2nnc(NC(=O)Nc3ccccc3F)s2)cc1
    i, i, i, i, i, i, i, -2.1, -4.3, i, -1.3

Next records.
SMILES	KCNQ1 inh	KCNK9 block	TRPC4 agonist	TRPC4 potent	PolyA inhibitor	KCNK3 block	TRPC4 inh	hERG protect	Platelet DG rel	KCNQ1 pot	Dyrk1A ADPGlo
COc1ccccc1Oc1coc2cc(OC(=O)N3CCOCC3)ccc2c1=O	i	i	i	i	i	i	i	-5.5	1.1	i	5.4
CCc1ccc(NC(=O)CSc2nc(=O)n(CCCN(C)C)c3c2CCC3)cc1	i	i	i	i	i	i	i	-8.4	1.4	i	3.3
CCOc1cccc(C2C(C(=O)c3ccc(C)o3)=C(O)C(=O)N2Cc2ccncc2)c1 (stereo unspecified)	i	i	i	i	i	i	i	-5.8	-8.6	i	0.6
CCc1ccc(CNC(=O)C2CCC(=O)N2C2CCCCC2)cc1 (stereo unspecified)	i	i	i	i	i	i	i	-10.7	2.4	i	-2.8
COCC(C)NC(=O)C(C)N1c2cccc3cccc(c23)S1(=O)=O (stereo unspecified)	i	i	i	i	i	i	i	-8.6	-2.1	i	15.3
COc1cc(C(=O)Nc2cccc(S(=O)(=O)N3CCCC3)c2)cc(OC)c1C	i	-7.72*	i	i	i	i	i	-12.4	-1.8	i	-0.5
COc1ccc(S(=O)(=O)N2CCCOC2CNC(=O)C(=O)NCc2cccnc2)cc1 (stereo unspecified)	i	i	i	i	i	i	i	-4.5	-0.2	i	.
CCOC(=O)c1cc2occc2n1CC(=O)N1CCOCC1	i	i	i	i	i	i	i	-8.4	-4.8	i	-5.3
CC1(C)CC(=O)C2=C(C1)N=C1c3ccccc3C(=O)C1C2c1ccc(Cl)cc1 (stereo unspecified)	i	-11.7*	i	i	i	-15.2*	i	-10.8	-14.6	i	13.9
Cc1ccc(/C(N)=N/OC(=O)CSc2ccccc2)cc1	i	i	i	i	i	i	i	-4.8	-2.0	i	1.0
CCN(CC)C(=O)COc1ccc(CC(=O)O)cc1OC	i	i	i	i	i	i	i	-6.8	-2.4	i	-1.6
NC(=O)COC(=O)C1c2ccccc2Oc2ccccc21	i	i	i	i	i	i	i	-8.2	-2.1	i	-0.2
Cc1cc(C)cc(OCc2nc3ncc(Br)cc3[nH]2)c1	i	i	i	i	i	i	i	-10.2	0.3	i	3.5
CCN(CC)C(=O)Oc1cc(=O)n2c3c(cccc13)CCC2	i	i	i	i	i	i	i	4.3	21.6	i	0.3
O=C(Nc1cccc(S(=O)(=O)N2CCCCC2)c1)c1ccccn1	i	i	i	i	i	i	i	-3.6	-3.1	i	.
CN(C)C(=O)C1CCC(=O)N1Cc1cccs1 (stereo unspecified)	i	i	i	i	i	i	i	-12.2	-0.5	i	15.5
Cc1ccc(CCNC(=O)CN(C)S(=O)(=O)c2ccc3c(c2)n(C)c(=O)c(=O)n3C)cc1	i	i	i	i	i	i	i	-8.8	4.3	i	12.3
CN1CCN(c2ncnc3sc(-c4ccccc4)cc23)CC1	i	i	i	i	i	i	i	-6.1	-2.3	i	21.2
O=C(Cc1ccc(Cl)c(Cl)c1)OCC(=O)c1ccc[nH]1	i	i	i	i	i	i	i	-17.2	4.5	i	15.2
NC(=O)c1ccc(NC(=O)CCCN2C(=O)c3ccccc3C2=O)cc1	i	i	i	i	i	i	i	-12.9	-6.4	i	1.3

Bioassay records as filed in PubChem.
